From PubChem BioAssay
RMI-FANCM inh: disruptors of RMI1/RMI2 association with MM2 peptide – biochemical, fluorescence polarization, human, primary screen | RMI core complex (RMI1/RMI2) binding to FANCM MM2 peptide, human | RMI core complex with F-MM2 peptide; active compounds read low | FP signal (polarization) at 33 µM | 70,000 tested, 0.58% active; in the data active = FP signal below about 40; note: inactives centre near 61; strong numbers were not always called active; unit not given here
Active calls of the source: *; & = joins results of further samples. An excerpt; the hit share may differ from the screen's.

Compound | RMI-FANCM inh
CSc1ccc(Cc2nnc(NC(=O)c3cc(C)nn3C)o2)cc1 | 63
N/C(=N/OC(=O)N1CCOCC1)c1cccc(C(F)(F)F)c1 | 55
CC1CCc2cc(F)ccc2N1C(=O)CCCSc1ccc(NC(=O)C2CC2)nn1 (configuration not stated) | 71
CC(C)(C)OC(=O)N1CCC(CNC(=O)Nc2ccc(F)cc2F)CC1 | 55
CCCCc1ccc(NC(=O)N2CCN(c3ccnc4cc(Cl)ccc34)CC2)c(C)c1 | 54
COc1ccc(SCCCC(=O)Nc2nnc(Cc3cccs3)o2)cc1 | 70
Cc1ccc(S(=O)(=O)N2CCN(C(=O)CSc3nnnn3-c3ccccc3)CC2)cc1 | 71
COCCNC(=O)CSc1nc2c([nH]c3ccccc32)c(=O)n1-c1cccc(C)c1C | 72
Cc1ccc(C)c(NC(=O)CSc2nnc(C)c3cnn(-c4ccc(F)cc4)c23)c1 | 65
O=[N+]([O-])c1ccccc1S(=O)(=O)NCC1COC2(CCCCC2)O1 (configuration not stated) | 57
CO/C=C1\SC(=S)N(CCc2ccccc2)C1=O | 53
COC(=O)c1c(C)nc(C)c(C(=O)OC)c1-c1csc(S(=O)(=O)Nc2ccc(OC)cc2)c1 | 61
CC(C)(C)C(=O)/C(C#N)=C/c1ccc(Cl)cc1Cl | 55
CCCC1=NNC(=O)C1Cc1c(F)cccc1Cl (configuration not stated) | 55
Oc1ccc(N=Nc2ccc3c(c2)OCO3)c2cccnc12 | 57
O=C(c1cc2ccccc2o1)N1CCN=C1SCc1cccc(C(F)(F)F)c1 | 73
COC(=O)c1c(NC(=O)CC2SCC(C(=O)OC)NC2=O)sc2c1CCCC2 (configuration not stated) | 59
CN(C)c1c(F)cc(C(N)=O)cc1F | 69
Cc1c(C)n2c3c(=O)n(CCN4CCCCC4)c(=O)n(C)c3nc2n1CCN1CCCCC1 | 74
CS(=O)(=O)Cc1cc(F)cc2c1OCOC2 | 60
N#CC(C#N)=Cc1cn(-c2ccccc2)nc1-c1ccc(-c2ccccc2)cc1 | 69
O=C(O)c1cccc2cccc(-c3cccc4cccc(C(=O)O)c34)c12 | 53
O=C(CCc1csc(NC(=O)c2ccc(=O)[nH]c2)n1)NCC1CCCCC1 | 62
CCc1ccc(-c2cc3c(=O)n(Cc4nc(-c5ccccc5OC)oc4C)ccn3n2)cc1 | 96
CCOC(=O)c1cc(C)n(-c2ccccc2)c1C | 55
CC(=O)Nc1ccc(S(=O)(=O)Nc2ccc3c(c2)N(C(C)=O)CC3)cc1 | 65
Cc1noc2ncnc(SCC(=O)c3ccc(Cl)cc3)c12 | 61&55
COc1ccc(C(=O)Nc2ccccc2Sc2c(Cl)cncc2Cl)cc1 | 57
COc1ccc(S(=O)(=O)N2CCCC2)cc1C(=O)O | 58
O=C(CSc1nc2[nH]ncc2c(=O)n1-c1ccccc1)Nc1ccc(F)cc1 | 90
COc1ccc(CC(=O)NCC(=O)N/N=C\c2c[nH]c3ccccc23)cc1 | 59
CC(=O)c1cccc(NS(=O)(=O)c2ccc(Oc3ccccc3)cc2)c1 | 52
COc1ccc(-n2c(C)nc3ccc(NS(=O)(=O)c4ccccc4[N+](=O)[O-])cc3c2=O)cc1 | 56
N#Cc1ccc(NC(=O)c2sc3ccccc3c2Cl)cc1 | 53
CC(C)(C)c1ccc2c(c1)N(Cc1nc(-c3ccc(Br)cc3)no1)C(=O)CO2 | 74
Cc1ccc(-c2cc(Cc3ccc(-c4cccs4)s3)c(=O)[nH]n2)cc1 | 79
CCOC(=O)/C(C#N)=C/NC1CCSC1 (configuration not stated) | 52
Cc1c(C)c(C)c(CSC(=N)CC#N)c(C)c1C | 56
O=C(Oc1ccc(Oc2ccccc2)cc1)N1CCC(OC(=O)n2ccnc2)CC1 | 63
COc1cccc(-c2csc(N)n2)c1 | 60
CC(C)c1ccc2c(c1)sc(=NC(=O)c1ccn(C)n1)n2C | 61
CC(=O)Nc1ccc(S(=O)(=O)Nc2ccc3c(c2)CN(C(=O)c2ccco2)CC3)cc1 | 66
CC1(C)COc2ccc(NC(=O)c3cc4ccccc4oc3=O)cc2NC1=O | 67
O=C(O)c1cnc(=O)[nH]c1-c1cccnc1 | 59
c1ccc(-c2nnc(CNC3CCCC3)o2)cc1 | 62
CCn1nccc1C(=O)Nc1ccc(C(C)=O)cc1 | 69
Cc1nnc(C2CCCN(C(=O)c3cccc(C(F)(F)F)c3)C2)s1 (configuration not stated) | 61
Cn1c(SCC(=O)NO)nnc1-c1c[nH]c2ccccc12 | 54
O=C(NNc1c(Cl)cncc1Cl)c1ccc(F)cc1F | 56
O=C1/C(=C/c2ccc(Cl)cc2)COc2ccccc21 | 62
CCCN1CCCc2cc(CCNC(=O)C(=O)Nc3ccc(C)c(Cl)c3)ccc21 | 78
COc1ccc(-c2noc(Cn3nc(-c4ccc(F)cc4)ccc3=O)n2)c(OC)c1 | 67
CN1CCN(C(CNC(=O)C(=O)Nc2ccccc2)c2ccc3c(c2)CCN3C)CC1 (configuration not stated) | 57
O=C(CSc1nc(CC(=O)NC2CC2)cc(=O)[nH]1)Nc1ccc2c(c1)OCCO2 | 59
O=C(NCCOc1ccc(-c2ccco2)nn1)c1cccc(C(F)(F)F)c1 | 55
Cc1ccc(N2C(=O)N(Cc3ccc(F)cc3Cl)c3ccccc3S2(=O)=O)c(C)c1 | 61
C/C(=N/NC(=O)CC#N)c1ccccc1 | 54
CC(C)C(=O)NCCCn1nc(-c2ccco2)ccc1=O | 68
O=C(CN1CCN(C(c2ccccc2)c2ccccc2)CC1)N1CCN(c2ccccc2)CC1 | 53&41
COc1ccc2nc(-c3ccc(F)c(NC(=O)c4cc(Cl)ccc4OC)c3)cn2n1 | 80

(listing goes on)
Compound | RMI-FANCM inh
O=S(=O)(Nc1nc2ccccc2[nH]1)c1ccc(F)cc1 | 122
Cc1ccc(S(=O)(=O)NNC(=S)NC(C)(C)C)cc1 | 55
O=c1c2sccc2nc(SCc2nc(-c3ccccn3)no2)n1-c1ccc(F)cc1 | 69
O=C(Nc1nnc(-c2ccco2)o1)c1ccno1 | 53
Cc1ccc(C)c2[nH]c(=O)c(CCNC(=O)c3cc(Cl)ccc3[N+](=O)[O-])cc12 | 84
COc1ccc(S(=O)(=O)NCC2CCN(C3CCCC3)CC2)cc1OC | 72
Cc1nc2ccc(NC(=O)c3cc([N+](=O)[O-])cc([N+](=O)[O-])c3)cc2c(=O)n1-c1ccccc1 | 59
COc1ccc(Cc2nnc(NC(=O)C3CCCC3)o2)cc1 | 65
CCOc1ccc2ccccc2c1C(=O)N1CCOC(c2ccccc2)C1 (configuration not stated) | 67
C=CCN1C(=O)C(C)(C)COc2ccc(NC(=O)c3cccc(Br)c3)cc21 | 74
NC(=O)Nc1ccc(F)cc1F | 57
CC(=O)Nc1ccc(F)cc1NC=C(C#N)C#N | 54
CCS(=O)(=O)N1CCc2ccc(NC(=O)c3ccc(F)cc3)cc2C1 | 62
COc1cc2c(cc1OC)-c1cc3ccc(OC)c(OC)c3c[n+]1CC2 | 69&54&61
O=C(O)CCNS(=O)(=O)c1cccc(F)c1 | 69
FC(F)(F)c1cc(-c2nnc(N3CCOCC3)o2)cc(C(F)(F)F)c1 | 62
Cc1ccc(S(=O)(=O)Nc2ccccc2C(=O)Nc2nc(C(C)(C)C)cs2)cc1 | 54
Cc1nc2ccc3nc(NC(=O)COc4ccccc4F)sc3c2s1 | 99
Cc1ccc(S(=O)(=O)NCCc2nnc3ccc(SCC(=O)N4CCCc5ccccc54)nn23)cc1 | 60
Cn1nc(C(=O)Nc2cccnc2)ccc1=O | 62
COc1cccc(Cc2nnc(-c3c(-c4ccccc4)noc3C)o2)c1 | 57
CCOc1ccc(-c2noc(-c3sccc3S(=O)(=O)N(C)c3ccc(CC)cc3)n2)cc1OC | 64
CC(Oc1ccc(Cl)cc1)C(=O)NNCc1ccccc1O (configuration not stated) | 58
CC(C)C(NC(=O)COc1cccc(Br)c1)C(=O)O (configuration not stated) | 60
CSc1nc2c(Cl)cccc2c2c1c(=O)n(Cc1ccccc1)n2C | 55
CCn1c(SCC(=O)Nc2ccccc2C(F)(F)F)nnc1-c1cccn(C)c1=O | 65
CC(C)(C)CC(C)(C)NC(=O)Nc1cccc(C(F)(F)F)c1 | 62
Cc1c(-c2ccc(Br)cc2)c(=O)oc2ccc(OC(=O)c3ccco3)cc12 | 62
CCOC(=O)N1CCN(C(=O)c2ccc3c(=O)n(Cc4ccccc4Cl)c(=S)[nH]c3c2)CC1 | 64
COC(=O)c1ccc(Cn2cnc3c(-c4cccc(F)c4)csc3c2=O)o1 | 67
CNC(=O)c1ccsc1NC(=O)Cc1ccc(SC)cc1 | 53
CCOC(=O)N1CCN(S(=O)(=O)c2ccc3oc(=O)ccc3c2)CC1 | 61
Cc1nc(S(=O)(=O)N2CCN(C3c4ccccc4-c4ccccc43)CC2)cn1C | 56
COCCCn1c(=O)c2ccccc2n(Cc2nc(-c3ccccc3Cl)no2)c1=O | 63
CCOC(=O)N1CCN(C(CC(=O)OC)C(=O)OC)CC1 (configuration not stated) | 61
COc1ccc(/C=c2\c(=O)n(Cc3ccccc3)c3nc4c(c(=O)n(C)c(=O)n4C)n23)cc1OC | 68
COc1ccc(N(CC(=O)N2CCN(c3ccccc3)CC2)S(=O)(=O)c2cccnc2)cc1 | 67
COc1cc([N+](=O)[O-])ccc1NC(=O)c1ccc([N+](=O)[O-])o1 | 64
N#Cc1c(NC(=O)c2cccc(Cl)c2)sc2c1CCCCC2 | 79
COc1ccccc1N1CCN(CCNC(=O)COc2ccccc2F)CC1 | 63
CN(/N=C\c1ccc(O)cc1O)c1ncc(C(F)(F)F)cc1Cl | 54
COc1ccc(-c2cc(OCC(=O)Nc3ccc4c(c3)OCCO4)c3ccccc3n2)cc1 | 69
O=C1NC(=O)c2c(NC(=O)C3(c4ccc(Cl)cc4)CCCC3)cccc21 | 71
CCN(Cc1ccccc1)S(=O)(=O)c1ccc(C(=O)Nc2cc(C)nn2C(C)C)cc1 | 64
COC(=O)c1ccc(C(=O)Nc2nc3c(Br)cccc3s2)cc1 | 73
O=C(O)CCC(=O)c1ccc2c(c1)OCCCO2 | 56
CN(C)/C=C(\C(=S)c1ccccc1)c1ccccc1 | 54
COCCCn1c(SC)nnc1-c1ccc(C(F)(F)F)cc1 | 60
CC(C)(C)NC(=O)NCC1CCCC1NC(=O)NC(C)(C)C (configuration not stated) | 63
Cc1ccccc1N/C=C(\C#N)C(=O)c1cc(C(C)(C)C)oc1C | 54
O=C(Nc1cccc(-c2ccc(N3CCCC3)nn2)c1)c1ccc([N+](=O)[O-])cc1 | 56
CCN(CC)CCN(C(=O)c1ccc(S(=O)(=O)N(C)Cc2ccccc2)cc1)c1nc2c(C)cccc2s1 | 85
O=C(COc1ccccc1F)Nc1ccc2c(c1)CN(C(=O)C1CC1)CC2 | 74
NC(N)=NC(N)=Nc1ccccc1 | 59&52&61
Cc1cc(-c2ccc(NC(=O)c3ccc(C(C)(C)C)cc3)c(C)c2)ccc1NC(=O)c1ccc(C(C)(C)C)cc1 | 59
CCOC(=O)c1c(NC(=O)CCN2CCCC2)sc2c1CCCC2 | 90
CC(C)(C)c1cc(NC=Cc2nnnn2-c2ccccc2)no1 | 56
O=c1[nH]c2ccccc2n1CCc1ccccc1 | 57
COc1ccc2nc(-c3cccc(NS(=O)(=O)c4ccc5ccccc5c4)c3)cn2n1 | 77
CCOC(CC(=O)NNS(=O)(=O)c1ccc(Cl)cc1)OCC | 58

(next part)
Compound | RMI-FANCM inh
O=C(CSc1nnc2ccc(-c3cccnc3)nn12)Nc1cccc(F)c1 | 66
CCOc1ccc(OCCNS(=O)(=O)c2ccc(Cl)c(Cl)c2)cc1 | 60
COc1ccc(Cl)cc1N1CC(c2nc(-c3cc(OC)c(OC)c(OC)c3)no2)CC1=O (configuration not stated) | 65
Cc1cc(C)c2sc(N(CCCN(C)C)C(=O)c3ccc(S(=O)(=O)N4CCc5ccccc5C4)cc3)nc2c1 | 125
O=C(CSc1nnc(CNC(=O)c2ccccc2)n1-c1ccc(Br)cc1)Nc1nc2ccccc2s1 | 64
Clc1ccc2nc3c(nc2c1)Nc1ccccc1S3 | 9
CC(=O)Nc1ccc(C(=O)NCCNS(=O)(=O)c2ccc(Cl)s2)cc1 | 64
O=C(NCCO)C(=O)NCCC1CCCCN1S(=O)(=O)c1ccccc1 (configuration not stated) | 54
CC12CCC(C(=O)N3CCSCC3)(OC1=O)C2(C)C (configuration not stated) | 56
COc1ccc(NC(=O)CN2CCC(C(=O)Nc3cccc(F)c3)CC2)c(OC)c1 | 63
N/C(=N/O)c1nnc(-c2ccc([N+](=O)[O-])cc2)o1 | 54
O=C(CSc1nnc2ccc(-c3cccnc3)nn12)Nc1cccc(C(F)(F)F)c1 | 66
O=C(Nc1nnc(SCc2ccc(C(F)(F)F)cc2)s1)c1ccc(F)cc1 | 54
Cc1nnc2ccc(OCCNS(=O)(=O)c3ccc(Cl)cc3)nn12 | 68
CCOC(=O)c1cc(C)nc(SC)c1C#N | 59
O=C(NCCn1ncc2c(=O)n(Cc3cccc(Cl)c3)cnc21)c1cccc(Cl)c1 | 67

7 structures out of the list, arranged by heavy-atom count, low to high.
Compound | RMI-FANCM inh
CO/C=C1\SC(=S)N(CCc2ccccc2)C1=O | 53
O=C1/C(=C/c2ccc(Cl)cc2)COc2ccccc21 | 62
CNC(=O)c1ccsc1NC(=O)Cc1ccc(SC)cc1 | 53
CC(C)(C)CC(C)(C)NC(=O)Nc1cccc(C(F)(F)F)c1 | 62
COc1ccc(CC(=O)NCC(=O)N/N=C\c2c[nH]c3ccccc23)cc1 | 59
COC(=O)c1c(NC(=O)CC2SCC(C(=O)OC)NC2=O)sc2c1CCCC2 (configuration not stated) | 59
CCN(CC)CCN(C(=O)c1ccc(S(=O)(=O)N(C)Cc2ccccc2)cc1)c1nc2c(C)cccc2s1 | 85
